# P. falciparum M1AAP: P. falciparum M1AAP inhibitors, biochemical, fluorogenic H-Leu-NHMec substrate, 1536-well (AID 1445); hit rate 0.42% among 220,000; inhibition, % at 30 µM, or IC50 in µM where a hit was titrated; recombinant M1AAP, H-Leu-NHMec fluorogenic kinetic assay; higher % means a stronger effect;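 active means primary inhibition above the hit cutoff, then over 50% inhibition at one or more dose response concentrations, cut at about 23% in these data, passing the limit was not always enough; inconclusive means conflicting primary data, or primary hits not chosen for dose response; inactive means low primary inhibition, or under 50% at every dose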;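 further: plate controls were DMSO full reaction for no effect and no enzyme background for full effect; strong numbers were not always called active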
# human PMI inhibition: inhibitors of human PMI, primary screen, biochemical, fluorescence intensity, coupled assay (AID 1209) | purified PMI enzyme, coupled fluorescence intensity; higher % means a stronger effect | inhibition, % at 20 µM; hits with a dose series show IC50 in µM | hit rate 0.42% among 190,000;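 further: plate controls were DMSO vehicle for no effect and wells lacking substrate for full effect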
# Dynein cargo inh: dynein cargo transport inhibition | 3617.4 mouse cells, GR-EGFP nuclear translocation imaging; test concentration mostly 20 µM; stimulated with dexamethasone, 1 µM; active compounds read low | z-score, hits read low | hit rate 0.47% among 220,000 | AID 1381;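 active means plate z-score of nuclear minus cytoplasmic receptor signal below a set negative limit, without overly bright fluorescence or cell loss, cut at about -3.5 in these data, passing the limit was not always enough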;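 further: z-score of nuclear minus cytoplasmic ring GR-EGFP intensity difference per well; some compounds called inactive have numbers as strong as hits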
#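 medium = tetracycline-free induction medium containing charcoal-stripped FBS | also added = 1.0 µM final dexamethasone stimulus | schedule = 48 h induction, 1 h compound, 30 min dex at 37 °C | technique = fixed, Hoechst-stained cells imaged at 10x for EGFP | measure = GR-EGFP nuclear translocation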
# human PMI inhibitors: MPI inhibition at elevated mannose 6-phosphate – biochemical, fluorescence intensity, high mannose 6-phosphate, primary screen (AID 1220) | recombinant PMI enzyme, coupled fluorescence intensity; higher % means a stronger effect | inhibition, % at 20 µM, or IC50 in µM where a hit was titrated | hit rate 0.66% among 190,000
# Siah-1 displacement: blockers of Siah-1 interaction with plectin peptide – biochemical, fluorescence polarization, rhodamine-plectin, uHTS, primary screen (AID 1817) | Siah-1 / rhodamine-plectin peptide fluorescence polarization; higher % means a stronger effect | one-dose displacement, % at 20 µM; IC50 in µM for titrated hits | hit rate 0.02% among 290,000;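 active means displacement of at least 50% at 20 µM, with a fluorescence ratio check between 0.3 and a set limit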;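 further: plate controls were Siah plus tracer with DMSO for no effect and tracer alone without Siah for full effect; strong numbers were not always called active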
# AID2073: disruptors of CaV2.2 binding to Mint1 – biochemical, HTRF (AID 2073); HTRF protein-protein interaction, Mint1-CaV2.2; higher % means a stronger effect; inhibition, % at 20 µM, or IC50 in µM where a hit was titrated; hit rate 0.19% among 290,000; in the data active means inhibition mostly above about 51%, no sharp cut-off; inconclusive means no clear call, values can overlap the other calls; inactive means mostly below about 53%; further: some results filed as inactive read as strong as hits
# LYP inhibition: PTPN22 lymphoid phosphatase activity blockers – biochemical, fluorescence intensity, uHTS (AID 1779). hit rate 0.054% among 290,000. recombinant LYP phosphatase, fluorescence intensity; higher % means a stronger effect. inhibition, % at 11.5 µM; hits with a dose series show IC50 in µM;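 further: plate controls were vehicle with enzyme for no effect and no enzyme for full effect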
# XIAP displacement: small molecules displacing peptide from XIAP – biochemical, IAP family, fluorescence polarization (AID 1018) | XIAP BIR domain, fluorescence polarization peptide displacement; higher % means a stronger effect | displacement, % at 20 µM; hits with a dose series show IC50 in µM | hit rate 0.007% among 200,000; in the data active means displacement above about 50%; further: a part of the inactive calls stands beside numbers as strong as those of hits
# P. falciparum M17LAP: P. falciparum M17LAP inhibitors, primary screen, biochemical, fluorogenic H-Leu-NHMec substrate, 1536-well (AID 1619); one-dose inhibition, % at 30 µM; IC50 in µM for titrated hits; recombinant M17LAP, H-Leu-NHMec fluorogenic kinetic assay; higher % means a stronger effect; hit rate 0.38% among 220,000;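 active means compound inhibiting the enzyme by more than half at any dose during confirmatory dose-response retesting; inconclusive means strong single-dose inhibitors picked by rank but not retested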;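 further: plate controls were full reaction with DMSO carrier for no effect and no enzyme background for full effect; strong numbers were not always called active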
# Dynein cargo inh cytoplasmic EGFP: also measured in Dynein cargo inh; calls as there; z-score; measured here: cytoplasmic GR-EGFP intensity; active compounds read high
# Dynein cargo inh nuclear GR-EGFP: recorded beside Dynein cargo inh, whose call it bears; z-score; measured here: nuclear GR-EGFP intensity;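 lower value marks the stronger effect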
# Dynein cargo inh cell count: second read-out of Dynein cargo inh, no call of its own (marks repeat the call); z-score; measured here: cell count per field
# * marks the source's active call; other numbers are inactive results; ? = inconclusive; . = no result given. Unless noted, no stated cut-off is given here; in the data, active means inhibition above about 50%; inactive means the rest. Random draw from the library. About 2.1% of those tested had a hit in this group.
SMILES,P. falciparum M1AAP,human PMI inhibition,Dynein cargo inh,Dynein cargo inh cytoplasmic EGFP,Dynein cargo inh nuclear GR-EGFP,Dynein cargo inh cell count,human PMI inhibitors,Siah-1 displacement,AID2073,LYP inhibition,XIAP displacement,P. falciparum M17LAP
CSCCC(NS(=O)(=O)c1ccc(C)cc1)C(=O)NC1CCCCC1 (stereo unspecified),-2.7%,-4.3%,0.0356,-0.244,-0.384,0.197,-2.6%,1.6%,4.6%,-8.2%,-5.0%,1.9%
CC(C)CN1CN(Cc2ccco2)CNC1=S,-2.0%,14.2%,-0.435,-0.238,0.072,0.332,12.1%,-4.2%,-0.1%,-7.2%,-8.6%,-5.3%
CC(=O)c1cccc(NC(=O)N2CCCC2C(=O)Nc2c(C)cccc2C)c1 (stereo unspecified),-0.1%,1.7%,0.957,-0.253,1.21,-1.18,-3.2%,-1.7%,-8.7%,-6.6%,-5.0%,2.4%
OC(CNCCC1C=Nc2ccccc21)Cn1c2ccc(Cl)cc2c2cc(Cl)ccc21 (stereo unspecified),10.1%,-4.6%,-0.217,-0.193,-0.551,0.277,-2.6%,-9.6%,14.6%,-21.6%,-9.6%,-2.5%
O=C(OCC(=O)N1CCN(c2ccccc2)CC1)c1ccccn1,2.1%,-3.6%,0.133,-0.298,0.43,-0.876,-11.5%,1.5%,-6.4%,-0.3%,-2.0%,10.7%
Cc1ccc(S(=O)(=O)Nc2ccc(NC(=O)c3cccs3)cc2)cc1,2.2%,15.6%,0.0657,-0.35,0.33,0.763,12.4%,1.5%,1.7%,-3.7%,-0.8%,-0.8%
C=CCn1c(CCCNC(=O)C(C)(C)C)nc2ccccc21,9.8%,5.7%,-0.667,-0.198,-0.0192,0.64,1.3%,1.2%,1.6%,10.3%,-3.6%,-2.4%
CNC(=S)N(CCc1cccc(C)c1)Cc1cc2cc(OC)c(OC)cc2[nH]c1=O,5.5%,4.2%,-0.15,-0.237,-0.0702,0.53,1.2%,0.9%,46.2%,-7.8%,-5.4%,0.9%
O=C(c1ccccc1)N1CCN(Cc2c[nH]c3ccccc23)CC1,2.1%,4.5%,-0.353,-0.204,-0.398,-0.0987,0.0%,2.5%,-11.9%,-0.4%,-11.3%,8.3%
CN1CCN(C(=O)CCN2C(=O)/C(=C/c3ccccc3Cl)SC2=S)CC1,.,3.6%,-1.66,0.0654,-0.448,0.822,19.3%,-4.7%,-24.9%,3.3%,-2.7%,.
CCC(=O)N/N=C(\C)CC(=O)Nc1ccc(F)cc1,-6.4%,-3.8%,-0.386,-0.385,-0.532,0.495,-0.1%,1.1%,-7.8%,-0.2%,-0.4%,0.3%
Cc1occc1C(=O)Nc1ccc2c(c1)OCO2,8.7%,2.0%,1.59,-0.226,0.973,-0.719,-2.1%,-1.6%,1.3%,3.6%,-4.1%,6.9%
COc1ccc(CCN2C(=O)C3C4CC(C5C(C(=O)NN)=NOC45)C3C2=O)cc1OC (stereo unspecified),3.6%,-13.7%,-0.825,-0.265,-0.26,0.882,-15.5%,2.1%,20.1%,-1.1%,-6.9%,5.9%
Cc1cccc(-n2c(C)nc3cc(C(=O)NCc4ccc5c(c4)OCO5)ccc32)c1,1.8%,15.7%,0.874,-0.23,0.862,-1.11,7.2%,-2.0%,2.4%,-8.4%,4.8%,-12.4%
Cc1cc(C)nc(Nc2ncc(O)n2-c2ccc(C)c(Cl)c2)n1,-3.4%,1.5%,1.35,-0.228,0.535,-1.12,-0.5%,-2.5%,6.0%,-16.5%,-7.5%,0.9%
O=[N+]([O-])c1nn(-c2ccccc2)[n+]([O-])c1N1CCN(c2ccccc2)CC1,0.9%,7.5%,0.142,-0.206,0.777,-0.95,4.3%,-0.1%,-2.6%,-2.2%,-6.7%,-1.5%
COc1ccc(NC(=O)CCCC(=O)O)cc1Cl,-3.7%,-8.8%,-0.785,-0.368,-0.128,1.96,-7.8%,2.3%,-12.0%,-1.0%,-4.3%,2.0%
O=c1[nH]c(N2CCc3ccccc3C2)nc2c1CCC2,7.2%,3.7%,0.333,-0.141,0.401,0.162,7.0%,1.4%,?,-3.4%,-4.1%,0.9%
Cc1ccc(C(=O)NC2CCc3ccccc3C2=O)cc1 (stereo unspecified),6.0%,1.0%,-0.156,-0.313,-0.621,-0.534,31.8%,0.3%,-9.4%,6.1%,-8.9%,8.9%
CCOc1ncccc1C(=O)N1CCN(C(c2ccccc2)c2ccccc2)CC1,3.5%,-7.2%,-0.444,-0.212,-0.337,-0.187,-5.6%,3.4%,31.7%,3.2%,-3.9%,-1.4%
S=C(Nc1ccccc1)N1CCN(C/C=C/c2ccccc2)CC1,.,9.6%,0.584,-0.182,0.852,-0.563,6.5%,2.5%,2.2%,2.5%,-4.1%,.
COc1ccc(S(=O)(=O)Cc2ccc(C(=O)NC3CCCC3)o2)cc1,0.5%,9.9%,0.903,-0.184,0.615,-0.42,4.6%,-2.5%,-4.7%,-3.2%,-17.0%,-9.6%
COc1ccc(C(=O)C2CCCN(S(=O)(=O)C(C)C)C2)c(C)c1 (stereo unspecified),8.3%,3.7%,-0.61,-0.148,-0.0258,0.781,5.8%,-4.2%,-9.6%,-4.7%,-8.9%,10.9%
CC(=O)c1cccc(NC(=O)C2CCN(S(=O)(=O)c3cccs3)CC2)c1,0.3%,3.7%,0.414,-0.156,0.35,-0.016,6.5%,2.7%,-1.1%,-0.4%,-3.6%,2.0%
CC1CN/C(=C\C(=O)c2ccc(Cl)cc2)C(=O)N1 (stereo unspecified),6.9%,-15.0%,-0.667,-0.256,-0.278,-0.294,-12.6%,-3.2%,13.6%,-5.7%,-4.1%,3.6%
Cc1ccc(C(=O)C[n+]2cccc(C(N)=O)c2)cc1,-1.3%,.,-0.531,-0.221,-0.285,0.515,.,16.6%,14.8%,-1.7%,.,-6.2%
CCC(C)(C)NC(=O)CCCSc1nc2ccccc2[nH]1,1.0%,.,0.0161,-0.244,0.916,-0.768,.,6.0%,6.8%,-2.8%,.,8.0%
O=C(CC(c1ccccc1)c1ccccc1O)NCCN1CCOCC1 (stereo unspecified),-2.0%,-11.1%,-0.418,-0.233,0.0963,0.698,-1.1%,2.6%,6.5%,-10.3%,-6.6%,14.5%
S=C(N/N=C/c1ccccc1)N1CCOCC1,-11.3%,-1.8%,0.796,-0.237,0.41,-0.675,-3.7%,-1.5%,-13.1%,3.5%,-13.1%,8.6%
CO/N=C/c1ccc(N2CCN(C(=O)c3ccc(C)cc3)CC2)c([N+](=O)[O-])c1,0.6%,2.7%,-0.294,-0.21,-0.466,0.0384,5.5%,3.0%,-8.6%,5.3%,-7.8%,-1.2%
O=C(CN1CCN(c2ccccc2O)CC1)NC(c1ccccc1)c1ccccc1,1.0%,13.6%,0.103,-0.297,-0.0698,0.348,15.4%,-1.3%,-10.8%,3.3%,-6.1%,11.8%
Cc1ccc(Nc2c([N+](=O)[O-])c(=O)n(C)c3ccccc23)cc1C,8.9%,17.7%,-0.0933,-0.217,-0.352,0.0391,20.2%,-3.6%,-1.1%,5.0%,-6.9%,5.0%
Cc1ccc(CNC(=O)c2cn(C3CCCC3)c(=O)c3c2c2ccccc2n3C)o1,9.9%,3.2%,0.0339,0.0225,-0.0245,0.109,-29.3%,-1.4%,31.4%,-2.3%,-6.8%,0.1%
COc1cc(OC)c(Cl)cc1N,5.7%,9.7%,1.54,-0.0643,1.29,-1.07,44.9%,2.0%,-18.2%,-0.3%,-3.1%,4.6%
CCOc1ccc(CCNC(=O)c2cc3sc(Cl)cc3n2C)cc1OCC,14.7%,0.5%,-0.697,-0.164,-0.305,1.01,-9.7%,0.4%,-3.4%,-7.5%,-21.5%,-5.6%
CC12CCC(=O)N1C(C(=O)OCC(=O)Nc1ccc(Cl)c(Cl)c1)CS2 (stereo unspecified),1.3%,12.9%,-0.741,-0.0928,-0.496,1.08,10.8%,5.0%,-8.5%,0.1%,-1.6%,4.6%
Cc1nc(CSc2nsc(/C=C/N(C)C)c2C#N)cs1,9.1%,3.9%,-0.506,-0.229,-0.216,0.384,18.4%,-1.1%,6.1%,4.1%,-12.8%,6.4%
Cc1ccc(Sc2nc(C)cc(C)c2S(C)(=O)=O)cc1,5.6%,6.7%,0.0678,0.0721,-0.196,0.286,3.9%,-4.7%,-5.2%,-5.9%,-4.9%,-5.1%
O=C(NNC(=O)c1c(F)cccc1F)c1ccccc1-n1cccc1,7.5%,-9.3%,0.229,-0.324,0.412,-0.207,-6.7%,6.8%,-8.0%,-3.1%,-4.4%,-0.4%
NS(=O)(=O)c1ccc(CNC(=S)NCc2ccc(Cl)cc2)cc1,9.0%,6.3%,-3.15,1.06,-2.28,0.403,-0.7%,-6.6%,2.8%,-3.9%,-2.9%,-23.3%
CC(=O)c1sc(C(C)(C)C)cc1NC(=O)c1ccccc1C(=O)O,3.8%,.,1.48,-0.187,0.459,-0.822,.,-2.3%,46.1%,7.5%,.,3.4%
CCOC(=O)c1ccc(NS(C)(=O)=O)cc1,3.5%,-3.9%,2.08,-0.119,1.29,-1.14,-5.5%,1.2%,10.1%,-7.1%,-3.5%,-5.5%
CNC(=O)c1nn(-c2ccccc2)ccc1=O,0.4%,8.6%,-0.614,-0.141,-0.575,0.417,5.2%,-3.4%,-4.3%,-6.8%,-3.2%,-0.3%
O=C(COc1ccccc1)NNc1c2ccccc2nc2ccccc12,11.8%,-5.0%,0.404,-0.186,-0.0785,0.203,-12.9%,-4.0%,-14.8%,-4.3%,-4.7%,0.9%
Cc1ccc(-n2c(Cn3c(C)nc4ccccc43)n[nH]c2=S)cc1,7.5%,5.2%,1.1,-0.323,0.186,-0.464,7.2%,0.2%,-4.2%,-12.8%,-0.5%,-14.9%
CN(C1CCCC1)C1CCN(C(=O)CNC(=O)/C=C/c2ccccc2)CC1,-9.1%,15.7%,0.949,-0.0593,0.197,-1.27,5.8%,-9.9%,7.5%,-2.2%,4.6%,-5.2%
Cc1c(NC(=O)c2cccc(S(=O)(=O)N3CCOCC3)c2)c(=O)n(-c2ccccc2)n1C,-1.9%,7.2%,-1.09,0.671,-0.26,0.886,-2.8%,-11.8%,1.9%,-7.0%,-3.8%,1.2%
